# Vif imaging = HIV Vif self-association inhibitors, primary screen, imaging, HEK293T, single point | HEK293T cells, Vif self-association by quenched fluorescence, 24 h | inhibition, % at 7.49 µM | actives 0.35% (n = 340,000); in the data active = inhibition above about 50%, passing the limit was not always enough; also: some results filed as inactive read as strong as hits
# TLR9-MyD88 block = inhibitors of TLR9-MyD88 association in cells, primary screen, cell-based, CHO, BLA complementation, fluorescence | AID 504734, 2011 | CCF4 FRET ratio | actives 0.21% (n = 340,000) | inhibition, % at 4.98 µM;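 active = inhibition above the mean over all tested compounds plus 3 SD, cut at about 21% in these data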;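 also: 0% = DMSO only wells and 100% = clavulanate BLA inhibitor control wells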
# Granule exo inh = LAMP-1 surface exposure blockers, TALL-104 cells – cell-based, flow cytometry, MLPCN library, primary screen. TALL-104 LAMP-1 surface exposure; cells stimulated with thapsigargin and PMA. inhibition, % at 10 µM. actives 0.66% (n = 360,000). AID 651702, 2012;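 active = inhibition above about 55%, limit read from the data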
# Glyco luc inh = increase of ERlucT glycosylation luciferase signal, primary screen, N-linked glycosylation inhibitor project, D54 ERlucT cells, luminescence, set 2 | D54 ERlucT glycosylation luciferase reporter, 24 h; percent of 100 nM tunicamycin response | reporter increase, % at 12.5 µM | actives 0.23% (n = 360,000) | AID 588692, 2011;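 active = mean luciferase reporter signal, scaled so untreated is 0 and the glycosylation-blocking control 100, at or above a set limit in every replicate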;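 also: luciferase carries N-glycosylation sites so blocking glycosylation raises the light; 0% = median of neutral control wells and 100% = median of 100 nM tunicamycin wells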
# ABCB6 inh MLPCN = ABCB6 transporter inhibitors, primary screen, K562-ABCB6 cells, flow cytometry, MLPCN library; K562-ABCB6 porphyrin accumulation, 1 h; hits give low values; fluorescence ratio to DMSO, % at 10 µM; actives 0.19% (n = 360,000);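 active = fluorescence ratio to DMSO below 75%, the collection mean minus 3 SD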;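 also: signal is porphyrin accumulated inside mitochondria; 100% equals median channel fluorescence of DMSO control wells; lower ratio means ABCB6 inhibition with less porphyrin fluorescence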
# Target sequence (Q9NP58 whole entry, looked up): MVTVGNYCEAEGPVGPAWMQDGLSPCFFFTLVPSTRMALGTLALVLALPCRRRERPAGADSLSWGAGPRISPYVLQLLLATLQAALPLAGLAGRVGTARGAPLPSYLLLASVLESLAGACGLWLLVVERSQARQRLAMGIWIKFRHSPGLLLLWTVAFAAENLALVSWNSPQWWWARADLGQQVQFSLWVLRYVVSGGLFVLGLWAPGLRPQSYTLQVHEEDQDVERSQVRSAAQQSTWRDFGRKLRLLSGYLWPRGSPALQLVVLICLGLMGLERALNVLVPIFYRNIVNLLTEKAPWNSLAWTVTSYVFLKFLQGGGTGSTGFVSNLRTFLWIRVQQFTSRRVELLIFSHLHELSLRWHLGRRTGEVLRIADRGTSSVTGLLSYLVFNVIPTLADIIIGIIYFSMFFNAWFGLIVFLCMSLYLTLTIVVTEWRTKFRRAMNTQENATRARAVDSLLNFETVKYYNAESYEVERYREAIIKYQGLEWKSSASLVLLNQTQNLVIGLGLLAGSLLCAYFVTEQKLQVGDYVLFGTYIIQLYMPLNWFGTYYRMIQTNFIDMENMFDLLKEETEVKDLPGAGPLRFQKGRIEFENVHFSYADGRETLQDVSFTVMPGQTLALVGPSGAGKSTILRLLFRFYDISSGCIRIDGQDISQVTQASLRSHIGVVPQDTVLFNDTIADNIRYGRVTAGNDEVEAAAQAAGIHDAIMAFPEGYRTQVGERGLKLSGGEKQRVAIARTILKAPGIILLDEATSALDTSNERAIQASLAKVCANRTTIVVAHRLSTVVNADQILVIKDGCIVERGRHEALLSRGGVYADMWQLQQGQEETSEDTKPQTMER
# aDG glyco act = activators of alpha-DG glycosylation, primary screen, uHTS, Pro5-aDG cells, AlphaScreen; alpha-DG glycosylation AlphaScreen (IIH6); 0% Pro5, 100% B10-LARGE cell signal; activation, % at 10 µM; actives 0.22% (n = 360,000);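 active = activation of at least 8% versus controls, or a plate z-score of at least 8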;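 also: Pro5 are CHO cells carrying HIG-tagged alpha-DG that lacks glycosylation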
# NOD2 RIPK2 PPI = NOD2-RIPK2 binding disruptors in cells, primary screen, fluorescence, CHO cells, BLA complementation; Receptor-interacting serine/threonine-protein kinase 2 (Homo sapiens), O43353; CCF4 ratio; inhibition, % at 4.98 µM; actives 0.38% (n = 360,000); AID 624267, 2012; in the data active = inhibition above about 21%;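 also: 0% = vehicle only and 100% = reference blocker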
# MC4R antag cAMP = MC4R antagonists of cAMP signaling, primary screen, cell-based, TR-FRET, antagonist arm of biased-ligand search | inhibition, % at 6.5 µM | Melanocortin receptor 4 (Homo sapiens), P32245 | AID 540295, 2011 | actives 0.48% (n = 360,000) | MC4R-expressing cells, MTII-stimulated cAMP, LANCE TR-FRET;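 active = inhibition above its plate's cutoff, the mean of tested wells on that plate plus 3 SD, cut at about 29% in these data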;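 also: 0% = Melanotan II alone and 100% = Melanotan II plus saturating MCL0020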
#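 Material – human MC4R-expressing U2OS cells · Repeats – no replicates · Detection – TR-FRET with Eu-cAMP and labeled anti-cAMP, 671 nm · Times – compound 30 min, challenge 1 h, detection 1 h · Compound – single nominal compound dose of 6.5 µM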
# MC4R ag barr = MC4R agonists recruiting beta-arrestin, primary screen, cell-based, luminescence, agonist arm of biased-ligand search; U2OS MC4R beta-arrestin complementation; percent of melanotan II response, DMSO zero; activation, % at 8.9 µM; actives 0.98% (n = 360,000); AID 540308, 2011;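 active = activation above a per-plate cutoff, the mean activation of sample wells on that plate plus 3 SD, cut at about 8% in these data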
# ABHD5-PLIN5 inh = ABHD5-PLIN5 interaction inhibitors, primary screen, cell lysate, split luciferase complementation, luminescence; actives 0.78% (n = 360,000); Perilipin-5 (Homo sapiens) + 1-acylglycerol-3-phosphate O-acyltransferase ABHD5 (Homo …; Split G. princeps luciferase complementation, 4 h; AID 602281, 2012; inhibition, % at 4 µM;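 active = inhibition above the mean inhibition across every tested compound plus 3 SD, cut at about 22% in these data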;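 also: 0% = DMSO only wells and the 100% control is not disclosed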
# Numbers without * were called inactive; . = no result given.
SMILES,Vif imaging,TLR9-MyD88 block,Granule exo inh,Glyco luc inh,ABCB6 inh MLPCN,aDG glyco act,NOD2 RIPK2 PPI,MC4R antag cAMP,MC4R ag barr,ABHD5-PLIN5 inh
Cc1ccc(F)cc1NC(=O)Cc1nn(C)c(=O)c2ccccc12,3,-3,-2,-2,89,5.0,-6,2,-0.8,2
O=C(O)CCCC(=O)N1CCN(C(c2ccccc2)c2ccccc2)CC1,1,-7,1,0,97,-0.2,-5,-2,-1.6,-5
NC(=O)c1ccc(Oc2ccc(-c3nnco3)cc2)c([N+](=O)[O-])c1,-35,-7,-1,-3,101,0.0,-15,-1,1.4,1
CCOc1ccc2c(c1)C(C)=CC(C)(C)N2,23,7,3,1,100,-0.1,-4,4,-1.3,-8
OC(CN1CCN(c2ncc(C(F)(F)F)cc2Cl)CC1)c1ccccc1 (stereo not given),-7,-1,-1,-2,98,0.1,0,8,2.4,-4
OC(c1ccccn1)C1CCN(Cc2nc(C(c3ccccc3)c3ccccc3)no2)CC1 (stereo not given),4,-1,-2,2,97,0.4,1,7,1.9,-4
O=C([C@H](Cc1ccc(O)cc1)n1cc(CCO)nn1)N1CCNCC1,-2,-2,-1,5,98,-0.2,3,10,-0.4,8
COc1ccc(N2CC(C(=O)Nc3cccnc3)CC2=O)cc1 (stereo not given),11,-1,-1,-1,94,-0.1,2,11,-1.6,1
CC(C)n1c(CN2CCN(C(=O)c3ccco3)CC2)nc2c1c(=O)n(C)c(=O)n2C,-5,7,4,4,96,0.5,-7,1,-2.0,0
Cc1cccc(/C=N\NC(=O)c2csnn2)c1,7,2,0,-2,93,0.0,0,0,1.8,-1
COc1ccc(S(=O)(=O)N(CC(=O)NC2CC2)C2CCCCC2)cc1Cl,-5,-2,-3,0,97,0.0,-24,9,-0.1,6
COc1cccc(-c2nn[nH]n2)c1O,5,-4,-2,0,98,-0.2,-3,17,-0.7,-2
COc1ccc(C2C(C#N)=C(N)Nc3onc(C(C)(C)C)c32)c(OC)c1 (stereo not given),-10,6,0,-3,97,0.1,1,6,0.1,8
FC(F)(F)c1cc(-c2ccco2)nc(NCc2cccs2)n1,10,1,1,0,91,0.5,-12,9,-0.2,3
Cc1nc(CN2CCN(Cc3nc(C(c4ccccc4)c4ccccc4)no3)CC2)cs1,1,.,0,-1,102,0.5,-9,-5,-0.1,3
COC(=O)c1sccc1NC(=O)Nc1ccccc1C,1,-7,1,2,97,-0.3,-4,12,-2.5,-2
Nc1ncnc2c1ncn2[C@@H]1O[C@H](CNS(=O)(=O)C2CC2)[C@@H](O)[C@H]1O,24,-4,0,0,100,0.1,6,3,-1.8,-3
O=C(CN1CCN(c2ccc(O)cc2)CC1)NC(c1ccccc1)c1ccccc1,2,-2,-4,-1,99,0.2,-1,5,-0.4,6
COc1ccc(N2CCN(CC(=O)Nc3ccc(C)c(C)c3)CC2)cc1,3,9,-15,1,95,0.2,-9,5,0.7,3
COC(=O)C1(S(=O)(=O)c2cc(Br)cc3c2N(C(C)=O)CC3)CC1,3,-5,-1,1,97,-0.2,-11,7,-0.8,4
CCCCCCCC(=O)Oc1ccc(C(=O)Nc2cc(C)on2)cc1,-1,5,3,2,102,-0.1,-2,0,-0.6,-4
C/C(CC(=O)Nc1c(C)cc(C)cc1C)=N\NC(=O)OC(C)(C)C,0,0,4,2,103,0.1,-5,22,3.8,-1
CC/C(=N/NC(=O)CCC(=O)Nc1ccccc1OC)c1ccccc1,-1,-3,3,1,100,0.1,2,-1,-1.6,3
CCOc1ccc(C2C3=C(CC(C)(C)CC3=O)N(CC(=O)O)C3=C2C(=O)CC(C)(C)C3)cc1OCC,4,-10,-4,-1,97,-0.1,-4,11,-0.9,4
CCOC(=O)[C@]12CCC=C1N(Cc1cccc3ccccc13)C(=O)[C@H](CC(=O)NCc1cccs1)C2,.,.,-8,.,98,-0.1,4,.,.,0
COc1ccc(N2CCN(S(=O)(=O)c3cn(C)cn3)CC2)cc1,-5,-10,-2,-2,95,-0.1,-8,8,-4.5,-2
CCOc1ccc(-c2cc(C(=O)N3CCN(c4ccccn4)CC3)c3ccccc3n2)cc1,-2,-1,-1,9,92,4.1,-6,-2,-0.9,-6
COc1cc(/C=C/CNC[C@H]2O[C@@H](n3ccc(=O)[nH]c3=O)[C@H](O)[C@@H]2O)ccc1O,3,4,-1,2,102,-0.1,1,-10,-0.2,2
Oc1ccc(N=Nc2cccc(Cl)c2)cc1C=Nc1ccc(N2CCOCC2)cc1,-8,12,18,10,110,0.1,4,8,-1.9,-9
CCOC(=O)c1cccc(C(=O)Oc2ccccc2)n1,-11,-5,-3,0,97,-0.4,-6,0,1.4,5

# Part of the list above, set out differently.
SMILES	Vif imaging	TLR9-MyD88 block	Granule exo inh	Glyco luc inh	ABCB6 inh MLPCN	aDG glyco act	NOD2 RIPK2 PPI	MC4R antag cAMP	MC4R ag barr	ABHD5-PLIN5 inh
CC/C(=N/NC(=O)CCC(=O)Nc1ccccc1OC)c1ccccc1	-1	-3	3	1	100	0.1	2	-1	-1.6	3
CCOC(=O)c1cccc(C(=O)Oc2ccccc2)n1	-11	-5	-3	0	97	-0.4	-6	0	1.4	5

# (cont.)
SMILES,Vif imaging,TLR9-MyD88 block,Granule exo inh,Glyco luc inh,ABCB6 inh MLPCN,aDG glyco act,NOD2 RIPK2 PPI,MC4R antag cAMP,MC4R ag barr,ABHD5-PLIN5 inh
CC(=O)c1cc(C(=O)N2CCc3c([nH]c4ccccc34)C2CC(C)C)[nH]n1 (stereo not given),8,0,0,-1,88,-0.4,-8,4,-3.0,0
CCCN(CC(=O)Nc1ccccc1OC)C(=O)CCNC(=O)c1ccccc1OC,-4,-1,-7,0,98,0.0,-13,6,-0.3,-1
Cc1ccccc1-n1nnnc1SCc1cc(=O)n2ccsc2n1,17,-3,-4,-2,99,-0.1,-8,5,-0.6,-5
COc1ccc(NC(=O)CSc2nnc(C3CCCCC3)n2N)c(OC)c1,-4,4,-1,8,89,1.6,-6,13,-2.1,0
O=C(O)C1Nc2c(Cl)cc(Cl)c(Cl)c2C2C=CCC12 (stereo not given),-1,-2,-2,0,96,0.0,6,-1,-1.7,1
COc1ccccc1CNc1nc(NCCOc2ccccc2Cl)c2sccc2n1,-11,.,3,-6,95,0.9,-14,3,-1.7,5
COc1ccc(-c2c(-c3ccc(OCC(=O)NN)cc3O)n[nH]c2C(F)(F)F)cc1,2,-11,0,-3,101,-0.5,-17,-2,0.8,-17
CC1=NN(c2ccc(C)c(C)c2)C(=O)/C1=C/c1ccc2c(c1)n(C)c(=O)n2C,7,-5,-2,6,105,0.2,-3,6,2.1,-19
CCOc1cc(/C=C(/NC(C)=O)C(=O)O)cc(Cl)c1OCc1ccc(Br)cc1,5,-4,0,1,92,0.0,-18,1,-2.4,-8
Cc1c(Cl)ccc2sc(NC(=O)CN3C(=O)c4ccccc4C3=O)nc12,.,-5,0,1,92,4.5,-6,-4,-1.5,5
O=C(CSc1n[nH]c(-c2ccccc2)n1)NC(=O)NCc1ccco1,-3,5,-1,-3,117,0.8,-2,-3,-0.7,23*
O=C(NCC1CCN(c2ccc(S(=O)(=O)N3CCOCC3)cc2)CC1)c1cccc(Cl)c1,-4,-3,-3,-2,96,0.6,3,11,0.2,8
Cc1cccc(NC(=O)CCC(=O)N/N=C/c2ccncc2)c1,3,-15,4,3,100,0.0,0,-3,-0.4,-9
CCOC(=O)CSc1nc2ccsc2c(=O)n1C1CCN(C(=O)OCC)CC1,-11,-20,-3,1,97,0.3,-2,4,1.6,-4
COc1ccccc1CNC(=O)c1nn(-c2ccc(C)cc2)c(=O)c2c1c1ccccc1n2C,.,-8,5,.,100,-0.1,-6,7,0.1,7
CCOC(=O)N1CCN(C(=O)c2ccc(S(=O)(=O)Nc3ccc(C)cc3)cc2)CC1,-10,0,-1,-1,96,2.1,-10,5,0.3,8
Cc1ccc(C(=O)CSc2nnc(CNc3ccc(C)cc3C)n2Cc2ccco2)cc1,3,-6,3,-3,90,0.1,-7,13,2.7,4
O=C(OCC(=O)C12CC3CC(CC(C3)C1)C2)c1cccnc1,-3,2,-3,-2,96,-0.3,4,20,-0.9,-3
CCOC(=O)C1(CCOC)CCN(C(=O)Cc2ccsc2)CC1,-3,2,-12,0,100,-0.2,6,4,0.4,-5
Cc1ccc2nc(SCC(=O)Nc3ccc(C(N)=O)cc3)[nH]c2c1,10,-8,1,3,99,0.0,3,4,3.8,-6
COC(=O)/C(=C(O)\C=C\c1ccccc1[N+](=O)[O-])c1nc2ccccc2[nH]1,-3,-9,47,3,100,-0.3,-12,19,3.7,9
Cc1ccc(-c2nc(-c3nccc4ccccc34)oc2-c2ccccc2)cc1,5,-7,-3,-7,98,0.3,-2,4,-1.9,-4
Cc1cc(C(C)(C)C)ccc1OC(=O)C1=CC=CN2CCS(=O)(=O)N=C12,2,-5,-6,2,97,-0.1,-5,3,-1.2,-6
CCC(=O)Nc1cc(Cl)ccc1N1CCN(C(=O)CC)CC1,4,4,1,-1,90,0.3,1,4,-0.4,-3
Cc1nn(CC(=O)OCC(=O)c2ccc(OC(F)F)cc2)c(C)c1[N+](=O)[O-],.,-3,-8,1,103,0.0,6,11,0.3,-1
CCC(=O)N1c2ccccc2NC2=C(C(=O)CCC2)C1c1ccco1 (stereo not given),-26,-14,3,-1,101,-0.4,-2,28,0.6,-9
COCCn1c(SCC(=O)c2c(N)n(C3CC3)c(=O)[nH]c2=O)nnc1-c1cccc(C)c1,0,4,7,2,96,0.2,1,1,-1.6,0
Cc1onc(-c2ccccc2Cl)c1C(=O)Nc1ccc(CN2CCCC2)cc1,4,-5,-4,-1,101,0.5,-2,1,-2.0,7
Oc1c(-c2cc(-c3ccco3)[nH]n2)ccc2ccccc12,7,0,4,-5,96,-0.4,-8,0,-1.0,12
CCCCn1c(=O)[nH]c(=O)c2c1nc(-c1ccc(OCCC)c(OCC)c1)n2CCOC,-1,-5,-1,0,92,0.1,-3,-4,0.5,-5
COC(=O)Sc1nc(N2CCOCC2)c2c(c1C#N)CC(C)(C)OC2,7,6,2,3,93,0.3,3,7,3.1,-5
Cc1ccc(NC(=O)NCC2CCN(Cc3cccc(Cl)c3)CC2)cc1Cl,0,-2,44,-3,104,1.8,-1,-1,5.4,12
COc1ccc(-n2c(Cc3cccn3C)nnc2SCC(=O)Nc2ccc(F)cc2)cc1,2,5,-4,1,104,0.2,7,1,-0.3,0
CCN(CC)C(=O)Cn1c(=O)n(CCCC(=O)NCc2ccccc2)c(=O)c2sccc21,-2,6,-2,0,103,0.0,-8,0,-1.8,-1

# Assay outcomes from PubChem.

# The list is partial. The share of hits here may be higher or lower than overall.
